NPSR antag – qHTS Assay for Antagonists of the Neuropeptide S Receptor: cAMP Signal Transduction | Q6W5P4 | Potency, µM (titrated, usually from 38.3 µM), for inactives: at the highest dose activity change, negative = inhibition, usual class: inhibitors | hit rate 1% among 220,000 | CHO-NPSR cells, cAMP TR-FRET, antagonist mode; also: % is scaled to controls: 0 for no effect and ±100 for the full control effect; nearly all actives have a fitted effect of over 50% in size; many of its hits are not listed in these tables
Target sequence (Q6W5P4 whole entry, looked up): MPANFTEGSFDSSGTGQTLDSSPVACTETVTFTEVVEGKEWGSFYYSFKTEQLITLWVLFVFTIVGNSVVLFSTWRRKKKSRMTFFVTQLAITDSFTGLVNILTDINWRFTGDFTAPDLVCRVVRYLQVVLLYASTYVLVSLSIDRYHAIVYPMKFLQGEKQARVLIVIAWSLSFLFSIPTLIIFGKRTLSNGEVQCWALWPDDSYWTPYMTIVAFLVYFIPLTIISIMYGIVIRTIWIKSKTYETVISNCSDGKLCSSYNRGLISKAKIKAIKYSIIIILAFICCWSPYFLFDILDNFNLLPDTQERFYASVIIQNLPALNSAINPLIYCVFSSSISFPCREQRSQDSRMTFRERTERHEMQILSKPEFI
IMPase Li cell – qHTS Assay for Identifying the Cell-Membrane Permeable IMPase Inhibitors: Potentiation with Lithium; Potency, µM (titrated, usually from 59.4 µM), inactives show top-dose activity, negative = IMPase inhibition, usual class: inhibitors; hit rate 0.35% among 210,000; CHO-M1 cells, IP1 TR-FRET (IP-One), carbachol + lithium;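 also: IP1 builds up when IMPase is blocked and the TR-FRET signal falls; plate controls were basal vehicle for no effect and high inhibitor control for full effect; nearly all actives have a fitted effect of over 50% in size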
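Test compounds were applied to CHO-M1 cells previously cultured for 16–30 h at 2000 per well. A small lithium amount accompanied them; after 30 min at 37C, IP1 was quantified by TR-FRET.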
KinaseGlo FLuc – Counterscreen for Luciferase (Kinase-Glo TM) Inhibition; Luciferin 4-monooxygenase (Photuris pensylvanica), Q27757; Kinase-Glo luciferase, ATP luminescence, 8 min; Potency, µM (highest dose often 38.3 µM), without a hit: top-dose activity change, negative = inhibition, most hits filed as inhibitors; hit rate 0.28% among 200,000; also: % is scaled to controls: 0 for no effect and ±100 for the full control effect; nearly all actives have a fitted effect of over 60% in size
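Inhibition of Kinase-Glo luciferase light generation was assessed at 10 uM ATP in pH 7.2 imidazole buffer, with luminescence measured after eight minutes at ambient temperature.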
KDM4E inh – qHTS Assay for Inhibitors of Human Jumonji Domain Containing 2E (JMJD2E); Lysine-specific demethylase 4E (Homo sapiens), B2RXH2; JMJD2E catalytic domain, FDH-coupled NADH fluorescence (FDH is formaldehyde dehydrogenase); Potency, µM (titrated, usually from 57.1 µM), for the others: at the top dose activity change, negative = inhibition, hits mostly inhibitors; hit rate 1.6% among 230,000; AID 2147, 2009; active = well fitted inhibition curve with a large enough effect, not every such curve was filed as active; inconclusive = small, poorly fitted or top-dose-only effect, or another doubt; inactive = no such curve, though single readings can be large or run the other way;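 also: 0% = wells with enzyme and -100% = buffer wells without enzyme; nearly all actives have a fitted effect of over 50% in size; many of its hits are not listed in these tables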
Target sequence (B2RXH2 1-337 limits assumed): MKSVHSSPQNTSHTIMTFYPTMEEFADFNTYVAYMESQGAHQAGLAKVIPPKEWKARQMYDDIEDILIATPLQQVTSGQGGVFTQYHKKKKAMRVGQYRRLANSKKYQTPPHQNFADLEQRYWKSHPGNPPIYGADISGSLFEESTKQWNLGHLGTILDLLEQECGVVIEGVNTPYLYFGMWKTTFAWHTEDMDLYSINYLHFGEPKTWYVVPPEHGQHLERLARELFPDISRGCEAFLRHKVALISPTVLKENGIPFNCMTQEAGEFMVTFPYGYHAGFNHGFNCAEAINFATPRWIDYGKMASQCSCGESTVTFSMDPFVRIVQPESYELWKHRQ
GoLoco inh red – qHTS Assay for Inhibitors of RGS12 GoLoco Motif Activity (Red Fluorophore); Potency, µM (doses to about 61.6 µM), for inactives: at the highest dose activity, negative = inhibition, usual class: inhibitors; Gai1:RGS12 GoLoco peptide FP, rhodamine, 10 min; Guanine nucleotide-binding protein G(i) subunit alpha-1 (Homo sapiens), P63096; hit rate 0.44% among 230,000; AID 880, 2007; active = well fitted inhibition curve with a large enough effect, not every such curve was filed as active; inactive = no such curve, though single readings can be large or run the other way; also: % is scaled to controls: 0 for no effect and ±100 for the full control effect; nearly all actives have a fitted effect of over 30% in size; many of its hits are not listed in these tables
Target sequence (P63096 whole entry, looked up): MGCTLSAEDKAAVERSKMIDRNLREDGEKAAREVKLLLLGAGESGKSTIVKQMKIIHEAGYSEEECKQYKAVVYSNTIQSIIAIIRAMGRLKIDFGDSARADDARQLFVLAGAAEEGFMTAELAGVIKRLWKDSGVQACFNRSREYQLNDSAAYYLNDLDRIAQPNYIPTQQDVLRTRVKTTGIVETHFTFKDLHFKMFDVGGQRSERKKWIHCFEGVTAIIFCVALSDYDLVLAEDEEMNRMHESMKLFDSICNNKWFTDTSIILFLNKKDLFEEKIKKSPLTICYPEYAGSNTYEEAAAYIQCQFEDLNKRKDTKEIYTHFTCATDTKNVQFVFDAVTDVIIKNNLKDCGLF
RECQ1 inh – qHTS Assay for Inhibitors of RecQ-Like Dna Helicase 1 (RECQ1) | Potency, µM (series often up to 57.3 µM), inactives show top-dose activity, negative = inhibition, actives largely listed as inhibitors | AID 2549, 2010 | ATP-dependent DNA helicase Q1 (Homo sapiens), P46063 | hit rate 0.54% among 240,000 | RECQ1 DNA unwinding, red fluorescence kinetic read;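 also: plate controls were vehicle for no effect and no enzyme for full effect; nearly all actives have a fitted effect of over 30% in size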
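50 nM RECQ1T1 preincubated 15 min with compound in Tris pH 8.0 buffer with MgCl2, DTT, Tween-20 and 2.5 ug/ml poly(dI-dC); started with 200 nM TAMRA/BHQ-2 forked duplex and 2 mM ATP. Unwinding read as fluorescence (525/598 nm), two reads 2 h apart.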
Epigenetic reg – Quantitative High-Throughput Screen for Regulators of Epigenetic Control; Potency, µM (highest dose often 53.9 µM), without a hit: at the top dose GFP activation, hits mostly activators; murine LDR cells, GFP reporter derepression, 30 h; AID 1865, 2009; hit rate 0.2% among 280,000; also: % of control where 0% means no effect; nearly all actives have a fitted effect of over 60% in size
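Reporter derepression read as number of fluorescent GFP-positive objects, 20-120 um in size, counted by laser-scanning cytometer. Mouse LDR line with an epigenetically silenced CMV-GFP locus; compound incubation 30 h, 37 C.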
SMN2 splice enh – qHTS Assay for Enhancers of SMN2 Splice Variant Expression | HEK293 SMN2-luciferase splicing reporter, luminescence, 30-36 h | AID 1458, 2008 | Potency, µM (doses to about 46.1 µM), for the others: at the top dose activity change, positive = activation, most hits filed as activators | hit rate 2.8% among 210,000; also: % of control where 0% means no effect; nearly all actives have a fitted effect of over 55% in size
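HEK293 cells carry an SMN2 […]–luciferase reporter in which exon 7 inclusion puts luciferase in frame. Cells were plated 10-12 h before compound addition, then incubated 30-36 h at 37C. ONE-Glo luminescence was read; sodium butyrate at 4.5 mM final served as control.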
* marks the source's active call; other numbers are inactive results; i = inactive; ? = inconclusive; nt = not tested or not shown; & = joins results of further samples; [ ] = another dose, or the depositor's remark. Unless noted, calls follow the shape of the dose curve; as a rule, active = well fitted curve in the direction sought with a large enough effect; inconclusive = small, poorly fitted or top-dose-only effect, or another doubt; inactive = no such curve, though single readings can be large; an effect the other way counts as inactive or inconclusive. Potency is read from the fitted curve at half-maximal effect. These rows are one share of the data; count on the stated rates, not on these rows.

Results follow in this order: NPSR antag, IMPase Li cell, KinaseGlo FLuc, KDM4E inh, GoLoco inh red, RECQ1 inh, Epigenetic reg, SMN2 splice enh
[1] COC(=O)c1c(C)nc(C)c(C(=O)OC)c1-c1cccs1
  18%, 12%, 1%, -4%, 8%, -12%, -1.0%, nt
[2] O=c1c(C=NCCCO)c(-c2ccccc2)[nH]n1-c1nc2ccccc2s1
  16%, 5%, 0%, -11%, 24%, -6%, 0.3%, nt
[3] CCn1c(COc2cccc3ccccc23)nnc1SCC(N)=O
  9%[46.1 µM], 17%[38.3 µM], -1%, -3%, 8%, 0%, 0.9%, -9%
[4] O=C(O)CCCCCNS(=O)(=O)c1ccc(Cl)cc1
  3%[46.1 µM], -6%[38.3 µM], -5%, -4%, 1%, -8%, -0.2%, 0%
[5] COc1ccc(NC(=O)c2nc(C)c(C3(C)CC(c4cccnc4)=NO3)s2)cc1 (stereo unspecified)
  -1%, nt, nt, -6%, 2%, -1%, 0.6%, nt
[6] Cn1c(=O)c2c(nc(CN3CCC(Cc4ccccc4)CC3)n2CCN2CCOCC2)n(C)c1=O
  -18%[46.1 µM], -2%[38.3 µM], 1%, 2%, 6%, i, -3.0%, 17%
[7] Cc1c(C(=O)NCc2cccnc2)oc2ccccc12
  4%[46.1 µM], 21%[38.3 µM], 14%, 4%, 5%, 16%, 1.6%, -14%
[8] CC(=O)N1CCN(c2ccc(NCc3cccs3)cc2)CC1
  -20%[46.1 µM], 27%[38.3 µM], -2%, ?, -2%, -16%, -2.1%, -7%
[9] CCN(CC)S(=O)(=O)c1cccc(N2CC(O)=C(c3ccccc3)C2=N)c1
  -1%, nt, nt, 12%, 3%, -1%, 1.1%, nt
[10] CC1CCC(NCc2ccco2)CC1 (stereo unspecified)
  -1%[46.1 µM], 8%[38.3 µM], 0%, 3%, -4%, 2%, -1.0%, 8%
[11] COc1cccc(C2N(c3cccc(Cl)c3)C(=O)C3CCCN32)c1 (stereo unspecified)
  -12%[46.1 µM], -3%[38.3 µM], -4%, -5%, 3%, -17%, 3.2%, -12%
[12] Cc1ccc(CNc2nc(N)c([N+](=O)[O-])c(Nc3ccc(F)cc3)n2)cc1
  0%[46.1 µM], -18%[38.3 µM], -5%, 4%, 18%, i, 0.9%, 18%
[13] CCCC(=O)c1cc(F)c(N2CCOCC2)cc1C
  -4%[46.1 µM], -2%[38.3 µM], -1%, -1%, -11%, -4%, -0.7%, -8%
[14] CCN1CCC(C(N)=O)CC1
  1%[46.1 µM], 7%[38.3 µM], 17%, 0%, -52%, 11%, -0.3%, ?
[15] O=C(c1csnn1)N1CCC2(CC1)CN(c1ccccn1)C2
  nt, 6%, -6%, nt, 0%, -2%, nt, -19%
[16] COc1ccc(CCNC(=O)COC(=O)/C=C/c2ccc(OC)c(OC)c2)cc1
  0%[46.1 µM], 2%, 0%, ?, -3%, -6%, 0.0%, 9%
[17] COC(=O)C1=C(C(=O)OC)[C@@H]2N(C)c3ccc(OC)cc3[C@@]23C[C@@H](C(=O)OC)N(S(=O)(=O)c2ccc(Br)cc2)C3=N1
  nt, -1%, -1%[7.66 µM], 8%[11.4 µM], 3%[14.2 µM], -21%[11.5 µM], nt, -6%[9.22 µM]
[18] Cc1ccc2oc(=O)c3cnn(CC(=O)N4CCN(c5ccccc5)CC4)c3c2c1
  -11%[46.1 µM], 8%[38.3 µM], -2%, 10%, 4%, -6%, -3.3%&-0.2%, 7%&4%
[19] CC(=O)c1sc(NC(=O)c2cccnc2Cl)nc1C
  14%, 5%, -12%, 0%, 8%, -4%, -1.8%, nt
[20] Cc1cc(=O)oc(C)c1C(=O)NC1CCCCCCC1
  -7%, 10%, 2%, 1%, 1%, -2%, -0.4%, -12%

Results follow in this order: NPSR antag, IMPase Li cell, KinaseGlo FLuc, KDM4E inh, GoLoco inh red, RECQ1 inh, Epigenetic reg, SMN2 splice enh
[21] COc1ccc(OC)c(NC(=O)Nc2nnc(N3CCCCC3C)s2)c1 (stereo unspecified)
  -24%, nt, nt, 2%, 11%, -12%, 1.9%, nt
[22] COc1cc(S(=O)(=O)NC2CCCCC2)ccc1Cl
  -7%[46.1 µM], -1%, -1%, 9%, 3%, -9%, 3.5%, 8%
[23] CCOC(=O)c1cc2c(=O)n3ccccc3nc2n(C(C)C)c1=NC(=O)c1ccco1
  12%, 4%, 0%, ?, 10%, -7%, -1.1%, 7%
[24] CC1(C)CC(=O)C(C=NCCN2CCN(CC(=O)Nc3ccccc3)CC2)=C(O)C1
  21%, -6%, 2%, -8%, 0%, 4%, 0.1%, -9%
[25] COC(=O)c1c(NC(=O)C2(C)Cc3ccccc3C(=O)O2)sc2c1CCCC2 (stereo unspecified)
  ?, -7%[38.3 µM], 2%, ?, -5%, -4%, 1.0%, -32%[inhibitor]
[26] CC(=O)N1CCCc2cc(S(=O)(=O)NC(C(=O)NCc3ccc(C)cc3)C(C)C)ccc21 (stereo unspecified)
  -25%[46.1 µM], -3%[38.3 µM], 1%, 0%, 2%, -9%, -0.9%, -14%
[27] CCOc1nc(S(=O)(=O)c2ccc(C)cc2)c(Cl)s1
  -13%[46.1 µM], 11%[38.3 µM], 11%, 6%, 7%, i, -0.7%, -12%
[28] [O-][n+]1onc2c1CCc1c-2nn(-c2ccccc2Cl)[n+]1[O-]
  ?, 4%[38.3 µM], -4%, 4%, 6%, -3%, -0.3%, -45%[inhibitor]
[29] CC(C)NS(=O)(=O)c1ccc(CCC(=O)N2CCCCC2)cc1
  7%, 2%, -1%, 5%, 11%, 2%, -0.2%, 0%
[30] CC(=O)Nc1ccc(C(=O)NNC(=O)CCc2ccccc2)cc1
  4%[46.1 µM], -7%[38.3 µM], 6%, 11%, 3%, -13%, 1.9%, -3%
[31] CCOC(=O)Nc1sc2c(c1C#N)CCC(C)C2 (stereo unspecified)
  -9%[46.1 µM], 3%[38.3 µM], -2%, -6%, 6%, -4%, 1.1%, 20%
[32] O=C(CNS(=O)(=O)c1ccc(F)cc1)Nc1ccc(C(F)(F)F)cc1
  -10%[46.1 µM], 20%[38.3 µM], 16%, 2%, 5%, -4%, -4.3%, -56%[inhibitor]
[33] Cc1nc2c(C#N)c[nH]n2c(=O)c1CCO
  3%, nt, nt, ?, 0%, -5%, 1.1%, nt
[34] NC(CCC(=O)N[C@@H](CS)C(=O)NCC(=O)O)C(=O)O (stereo partly specified)
  nt, 2%, -5%, ?, -5%, -4%, -1.3%, -20%
[35] Cc1noc(C)c1COc1cccc(C(=O)OCCOc2ccc(F)cc2)c1
  -23%[46.1 µM], 17%[38.3 µM], 11%, -4%, -4%, -7%, 1.5%, 9%
[36] CCc1nnc(NC(=O)c2cnccn2)s1
  ?, 27%[38.3 µM], -14%, ?, -74%, -9%, 1.0%, 13%
[37] COc1cc2c(C(=O)NCCCN3CC(C)CC(C)C3)cn(CC(C)C)c(=O)c2cc1OC (stereo unspecified)
  -7%[46.1 µM], 23%[38.3 µM], -4%, -10%, 6%, -14%, 1.0%, 13%
[38] O=C(Nc1ccc(Cl)cn1)c1ccc(Br)c(S(=O)(=O)N2CCCCC2)c1
  -51%, 20%, 0%, -3%, 25%, 24%, 2.4%, -53%[inhibitor]
[39] CCN(CC)CCNC(=O)Cn1nc(-c2ccccc2)c2ccccc2c1=O
  15%[46.1 µM], 12%[38.3 µM], 0%, 1%, -2%, -2%, -1.1%, -11%
[40] CCn1c(C)nc2c(=O)oc3ccccc3c21
  -5%[46.1 µM], 6%[38.3 µM], -1%, 6%, 13%, 27%, -0.1%, 27%

Results follow in this order: NPSR antag, IMPase Li cell, KinaseGlo FLuc, KDM4E inh, GoLoco inh red, RECQ1 inh, Epigenetic reg, SMN2 splice enh
[41] CC(C)c1ccc(OCC(=O)N(Cc2ccccc2)c2ccccn2)cc1
  -26%, 22%, 2%, -11%, 11%, -7%, -0.9%, -12%
[42] CCc1c(C)nc2ncnn2c1N1CCCC(C(=O)Nc2cc(F)ccc2C)C1 (stereo unspecified)
  -4%[46.1 µM], 16%[38.3 µM], -3%, -3%, 5%, -10%, 0.7%, -23%
[43] CC(=O)c1ccc(S(=O)(=O)N2CCN(C)CC2)cc1
  -30%, -4%, 3%, 3%, 5%, i, 4.5%, nt
[44] O=C(Nc1cccc2cccnc12)c1ccc(Br)o1
  -17%[46.1 µM], 9%, -1%, -4%, 1%, i, -3.4%, 28%
[45] CCCOc1ccc(Br)cc1-c1cc(-c2ccc(Cl)cc2)[nH]c1-c1ccncc1
  nt, -17%, 1%, ?, -6%, i, 4.1%, -4%
[46] CCCCC(=O)N/N=C(/C)C1=C(C)C(C)(C)OC1=O
  4%, 0%, -3%, 9%, -2%, 3%, 0.0%, 7%
[47] Cc1cccc(NC(=O)CCN2CCOCC2)c1
  3%[46.1 µM], -11%[38.3 µM], -2%, 4%, 9%, -3%, 2.4%, 6%
[48] CCN1C=CC2=C(C#N)C(N)C(C#N)(C#N)C(c3ccccc3C(F)(F)F)C2C1 (stereo unspecified)
  -15%, 10%, 4%, ?, -1%, -9%, -1.0%, -9%
[49] Cn1c(=O)c2c(ncn2CC(=O)OCC(=O)NC(c2ccccc2)c2ccccc2)n(C)c1=O
  20%, -2%, 3%, 3%, 1%, -2%, 0.0%, 1%
[50] CC(=O)Nc1nc(CCC(C)C)cc2c1c(=O)oc1ccccc12
  -11%[46.1 µM], 21%[38.3 µM], -3%, ?, 4%, 18%, -1.1%, 2%
[51] CCN=c1sc(C(=O)Nc2ccccc2)c(C)n1CC
  21%, -4%, 4%, -2%, 0%, -3%, 4.0%, 10%
[52] FC(F)(F)c1cccc(NC(=S)NCc2ccccc2)c1
  -9%[46.1 µM], 17%[38.3 µM], -2%, 0%, 4%, i, -1.7%, 17%
